# Assay outcomes deposited in PubChem by several laboratories.
# BaF3 tox: counter-screen for JAK2V617F inhibitors: parental Ba/F3 viability inhibitors; CellTiter-Glo ATP luminescence; inhibition, % at 5.6 µM; hit rate 1.1% among 220,000; AID 1486;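 active means inhibition above a per-campaign cutoff, the mean inhibition of all tested compounds plus 3 SD, cut at about 27% in these data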;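 further: 0% = DMSO wells and 100% = JAK Inhibitor I control wells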
# TRPML3 ag: human mucolipin-3 channel agonism; HEK293 TRPML3-YFP, Fluo-8 calcium fluorescence; 100% = the carbachol control signal; AID 1448; activation, % at 3 µM; hit rate 0.29% among 220,000; Q8TDD5;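 active means activation above its plate's cutoff, the mean activation of the plate's test wells plus 3 SD, cut at about 12% in these data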;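 further: 0% = DMSO only wells and 100% = carbachol wells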
#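 Material: TRPML3-YFP stable HEK293 cells | Dosing: One concentration, 3 µM nominal, 0.3% DMSO | Timing: 125 s total fluorescence read per well | Technique: Fluo-8 calcium dye fluorescence, ex 470-495, em 515-575 nm | Measure: Percent activation from peak-to-basal fluorescence ratio, scaled between DMSO and carbachol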
# Ba/F3 V617F tox: lowers viability of Ba/F3 cells expressing EpoR and JAK2V617F | ATP luminescence | inhibition, % at 5.6 µM | hit rate 1.1% among 220,000;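 active means inhibition above the campaign mean plus 3 SD over all tested compounds, cut at about 24% in these data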;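 further: cytokine-independent growth of Ba/F3 cells driven by EpoR plus mutant JAK2; 0% = DMSO-treated cells and 100% = JAK inhibitor I control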
# RBBP9 inh: inhibitors of human serine hydrolase RBBP9. recombinant RBBP9, FP-Rh probe fluorescence polarization. inhibition, % at 7.94 µM. hit rate 0.2% among 220,000. AID 1515;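 active means inhibition above the campaign mean of all tested compounds plus 3 SD, cut at about 14% in these data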;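 further: plate controls were DMSO wells with RBBP9 for no effect and wells lacking RBBP9 protein for full effect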
# Target sequence (O75884 whole entry, looked up): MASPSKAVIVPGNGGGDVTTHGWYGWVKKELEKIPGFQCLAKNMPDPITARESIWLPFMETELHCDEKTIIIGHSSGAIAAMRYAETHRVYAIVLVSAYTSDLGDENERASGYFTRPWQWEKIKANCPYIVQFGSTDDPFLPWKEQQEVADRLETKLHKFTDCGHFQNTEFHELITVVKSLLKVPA
#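 Test system: recombinant human RBBP9. Quantity: 2.5 µM RBBP9 dispensing solution, before mixing. Detection: FP readout at 525/598 nm. Reagent: Serine-hydrolase probe FP-Rh, 375 nM pre-mixing. Measure: % inhibition. Control set: DMSO-treated enzyme wells and wells lacking RBBP9. Buffer or medium: Tris-NaCl-Pluronic buffer, pH 8.0. Times: preincubation 30 min plus labeling 45 min at 25 °C.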
# PPC-1+TRAIL kill: PPC-1 cancer cell killing with TRAIL present; PPC-1 cells + TRAIL, ATPLite viability luminescence; cell killing (% activity), % at 4 µM; hit rate 0.41% among 220,000; AID 1443;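 active means cell killing above 50% in the first pass at 4 µM, then a duplicate retest at 5 µM averaging 50% or more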;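 further: plate controls were cells with TRAIL plus DMSO for no effect and medium-only wells lacking cells for full effect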
# CHOP inh: inhibitors of CHOP induction in ER stress response | CHO-K1 CHOP-promoter luciferase, tunicamycin-induced, 15-18 h | inhibition, % at 10 µM | hit rate 3.8% among 220,000 | AID 2732;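 active means compounds that reduced the stress-induced luciferase reporter signal by more than about 70% of percent inhibition, limit read from the data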;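 further: 0% = tunicamycin plus vehicle and 100% = wells without tunicamycin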
# TNF death inh: TNF-alpha cell death inhibition in Jurkat FADD-/- cells. AID 463075. hit rate 0.068% among 220,000. activation (protection from cell death), % at 10 µM. Jurkat FADD-/- TNF necroptosis rescue, ATP luminescence, 24 h; 0 = TNF only, 100 = no-TNF cells;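 active means activation, meaning protection from cell death, of at least 50% relative to plate controls; inactive means activation below 50%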;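 further: necroptosis triggered by 40 ng/mL TNF-alpha added together with compound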
# TRPN1 ag: agonists of zebrafish TRPN1 channel; HEK293 zebrafish TRPN1-YFP, Fluo-8 calcium fluorescence; 100% = response to 87 µM carbachol; activation, % at 3 µM; hit rate 0.18% among 220,000; AID 1424;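 active means activation above its plate's cutoff, the mean activation of test wells on that plate plus 3 SD, cut at about 19% in these data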;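 further: 0% = DMSO alone and 100% = 87 µM carbachol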
#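 Control set: carbachol 87 µM as high control, DMSO as low control; system: HEK293 stable line with zebrafish TRPN1-YFP; read-out: % activation versus carbachol response; detection: intracellular calcium fluorescence with Fluo-8; doses: single test compound dose, 3 µM nominal, 0.3% DMSO; schedule: dye 1 h 37 °C plus 30 min RT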
# Wee1 degr inh: inhibitors of human Wee1 degradation | HeLa Luc-Wee1K328M stability, luciferase luminescence; 100% = proteasome inhibitor MG132 effect | reporter increase, % at 5 µM | hit rate 1.2% among 220,000;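 active means activation above the mean of all tested compounds plus 3 SD, set per screening run, cut at about 8.8% in these data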;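 further: cells exposed to compound for 20 h before luminescence read; 0% = DMSO alone and 100% = MG132 at 30 µM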
# Target sequence (P30291 whole entry K328M): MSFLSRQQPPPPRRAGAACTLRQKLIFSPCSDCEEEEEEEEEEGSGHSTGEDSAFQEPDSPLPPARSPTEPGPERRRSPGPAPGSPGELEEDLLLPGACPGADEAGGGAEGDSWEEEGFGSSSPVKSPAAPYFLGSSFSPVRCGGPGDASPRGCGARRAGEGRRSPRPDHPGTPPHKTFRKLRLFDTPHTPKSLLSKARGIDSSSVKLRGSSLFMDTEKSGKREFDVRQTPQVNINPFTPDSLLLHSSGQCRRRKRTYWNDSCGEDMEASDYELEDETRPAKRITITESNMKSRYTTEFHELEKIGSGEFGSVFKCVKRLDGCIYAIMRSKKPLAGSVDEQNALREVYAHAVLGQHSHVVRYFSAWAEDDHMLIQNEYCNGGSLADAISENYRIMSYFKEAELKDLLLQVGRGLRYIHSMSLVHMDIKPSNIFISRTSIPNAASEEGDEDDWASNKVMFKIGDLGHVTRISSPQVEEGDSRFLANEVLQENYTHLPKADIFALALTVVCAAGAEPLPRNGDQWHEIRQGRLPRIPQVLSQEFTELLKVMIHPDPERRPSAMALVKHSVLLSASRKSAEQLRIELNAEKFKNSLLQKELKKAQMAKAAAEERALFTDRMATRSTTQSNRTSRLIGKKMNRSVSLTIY
# * hit, by the source's call; x = no result given.
cpd	Compound	BaF3 tox	TRPML3 ag	Ba/F3 V617F tox	RBBP9 inh	PPC-1+TRAIL kill	CHOP inh	TNF death inh	TRPN1 ag	Wee1 degr inh
1	CCCc1nnc(NC(=O)Nc2ccccc2OC)s1	4	1.3	-1	-5	6	13	2.3	0.2	0
2	CSc1nncc(/C(C)=N\Nc2ccccc2)n1	1	0.4	-2	-7	4	33	-1.4	-0.2	-3
3	COc1ccccc1CN=c1c([N+](=O)[O-])nn(-c2ccc3c(c2)OCCO3)n1O	8	-0.6	-1	-4	24	28	-1.7	-3.5	-3
4	COc1ccc(NCc2cc3ccccc3[nH]c2=O)cc1	2	0.9	-2	-6	10	2	-0.4	0.7	3
5	COc1ccccc1CNC(=O)C1CCCN1S(=O)(=O)c1cccc2cccnc12 (stereo not given)	4	-0.2	-2	-13	20	33	-2.1	0.4	-1
6	CCOc1cc(C(=O)Nc2cc(C)on2)cc(OCC)c1OCC	5	-0.9	2	-7	6	21	-0.6	-0.3	-3
7	COc1ccc(-c2nc(-c3cccnc3)no2)cc1OC	3	1.2	-1	-1	9	-6	3.1	2.7	-2
8	COc1ccc(N2CCN(Cc3cc(=O)oc4ccc(Cl)cc34)CC2)cc1	0	0.0	-3	-6	-4	11	0.2	-0.2	0
9	CCn1c(SCC(=O)NNC(=O)Cc2ccccc2)nnc1-c1ccccc1	4	0.1	4	-8	-19	-3	-1.5	0.1	-1
10	Cc1cc(NC(=S)N(CCCN2CCN(C)CC2)Cc2ccco2)ccc1Cl	27*	1.4	35*	1	21	8	1.9	-0.3	0
11	COc1ccc(N2CCN(S(=O)(=O)Cc3ccccc3)CC2)cc1	3	0.2	5	-11	8	-2	2.0	7.4	3
12	Cc1cc(=O)n(Cc2ccc(OC(C)C)cc2)c(=S)[nH]1	5	-0.1	-2	-9	x	-7	0.7	0.9	1
13	Cc1cccc2cc(COC(=O)C3CCCCC3)c(=O)[nH]c12	0	0.2	-1	-1	9	41	0.4	-1.2	-1
14	Cc1cccc(CSc2nnc(N)n2-c2ccccc2)c1	-1	0.5	-3	8	4	-14	-0.8	1.2	0
15	C/C(=N\Nc1ccccn1)c1ccc2c(c1)OCO2	10	1.0	6	-3	9	-11	-0.8	0.8	-2

# The list goes on; it opens with the 6 that closed the last part.
cpd	Compound	BaF3 tox	TRPML3 ag	Ba/F3 V617F tox	RBBP9 inh	PPC-1+TRAIL kill	CHOP inh	TNF death inh	TRPN1 ag	Wee1 degr inh
10	Cc1cc(NC(=S)N(CCCN2CCN(C)CC2)Cc2ccco2)ccc1Cl	27*	1.4	35*	1	21	8	1.9	-0.3	0
11	COc1ccc(N2CCN(S(=O)(=O)Cc3ccccc3)CC2)cc1	3	0.2	5	-11	8	-2	2.0	7.4	3
12	Cc1cc(=O)n(Cc2ccc(OC(C)C)cc2)c(=S)[nH]1	5	-0.1	-2	-9	x	-7	0.7	0.9	1
13	Cc1cccc2cc(COC(=O)C3CCCCC3)c(=O)[nH]c12	0	0.2	-1	-1	9	41	0.4	-1.2	-1
14	Cc1cccc(CSc2nnc(N)n2-c2ccccc2)c1	-1	0.5	-3	8	4	-14	-0.8	1.2	0
15	C/C(=N\Nc1ccccn1)c1ccc2c(c1)OCO2	10	1.0	6	-3	9	-11	-0.8	0.8	-2
16	O=[N+]([O-])c1cc(S(=O)(=O)Nc2ccccc2)ccc1-n1nnc2ccccc21	1	0.9	0	-8	8	-11	0.3	0.6	-1
17	CCOC(=O)c1nn(-c2ccccc2C)c2nc(Nc3ccccc3)cc(=O)n12	4	-0.6	4	-5	1	55	0.1	0.8	0
18	CC1CCCCN1C(=O)CSc1nc2cc3c(cc2c(=O)n1Cc1ccc2c(c1)OCO2)OCO3 (stereo not given)	2	-0.3	-6	4	11	17	-3.5	-1.6	-2
19	O=C(O)c1ccccc1C(=O)Nc1nccs1	1	1.2	4	2	11	-9	-2.6	1.3	0
20	Cn1cnnc1SCC(=O)Nc1ccccc1Oc1ccccc1	5	0.2	-1	-3	12	22	0.1	0.3	2
21	O=C(O)C1CCC(CNCc2ccccc2Cl)CC1 (stereo not given)	1	0.5	-3	-9	5	-10	1.8	0.5	-1
22	Cc1ccc(-n2c(N)c(C(=O)N3CCN(C)CC3)sc2=S)cc1	2	0.7	-1	2	10	30	-0.8	1.9	1
23	O=C(C1=C[C@H](c2csc3ccccc23)C[C@H](OCc2ccc(CO)cc2)O1)N1CCN(Cc2ccccc2)CC1	2	0.1	2	-7	11	28	-1.7	0.0	1
24	C=CCN(CC=C)CCOc1ccc2ccccc2c1	3	0.2	-1	-4	5	15	-0.5	-2.4	-1
25	O=C(Cc1ccccc1)Nc1c[nH]c(=O)[nH]c1=O	6	1.3	2	0	-2	1	2.1	-0.2	1
26	O=C(NCCN1C(=O)S/C(=C\c2cccnc2)C1=O)c1cc(S(=O)(=O)N2CCOCC2)ccc1F	0	0.8	-6	-2	-8	13	0.4	0.5	2
27	CSc1cccc(NC(=O)/C=C/c2cccc(Cl)c2)c1	4	0.4	0	-39	8	42	4.1	0.1	4
28	Cc1cccc(-n2ncc3c(NCCN4CCOCC4)ncnc32)c1	-1	0.3	-4	-4	x	-12	2.3	0.3	1
29	CCc1c(C)nc(N2CCN(Cc3ccccc3)CC2)[nH]c1=O	3	0.6	0	-7	-8	80*	-0.1	-0.1	1
30	Cc1cc(NNC(=O)c2cccc(C(F)(F)F)c2)nc2c1c(C)nn2C	0	5.2	-2	-8	3	48	-17	11	5

# Filtered by structure: the entries above with fluorine.
cpd	Compound	BaF3 tox	TRPML3 ag	Ba/F3 V617F tox	RBBP9 inh	PPC-1+TRAIL kill	CHOP inh	TNF death inh	TRPN1 ag	Wee1 degr inh
26	O=C(NCCN1C(=O)S/C(=C\c2cccnc2)C1=O)c1cc(S(=O)(=O)N2CCOCC2)ccc1F	0	0.8	-6	-2	-8	13	0.4	0.5	2
30	Cc1cc(NNC(=O)c2cccc(C(F)(F)F)c2)nc2c1c(C)nn2C	0	5.2	-2	-8	3	48	-17	11	5

# Carrying on.
cpd	Compound	BaF3 tox	TRPML3 ag	Ba/F3 V617F tox	RBBP9 inh	PPC-1+TRAIL kill	CHOP inh	TNF death inh	TRPN1 ag	Wee1 degr inh
31	CC(C)NC(=S)NNC(=O)C12CC3CC(CC(C3)C1)C2	2	0.8	-3	-13	16	22	0.4	-0.9	3
32	COc1cc(-c2noc(C)n2)cc(OC)c1OC	3	0.9	0	2	-10	-12	-0.6	0.4	-3
33	COCc1cc(C)nc(SCC(=O)Nc2ccc3c(c2)OCO3)c1C#N	7	0.2	4	-12	26	14	-2.5	-0.5	1
34	CCOC(=O)c1sc(NC(=O)/C=C/c2c(F)cccc2Cl)nc1C	1	0.4	-4	-7	-2	27	0.5	-0.4	-2
35	ClCC1CSC(=NC23CC4CC(CC(C4)C2)C3)O1 (stereo not given)	3	0.9	0	-2	18	19	2.7	1.1	-4
36	c1ccc2sc(NN=C3CCCC3)nc2c1	2	0.0	-4	5	34	-15	2.9	-1.6	1
37	Cc1cc(NC(=O)C2=C(O)c3ccccc3S(=O)(=O)N2C)no1	6	0.1	-1	1	16	3	2.3	1.4	-4
38	Cc1ccc(C(=O)NCC(=O)N/N=C/c2cccs2)cc1[N+](=O)[O-]	2	0.2	2	-1	-5	-10	2.0	0.6	6
39	Cc1ccc2c(c1)CCCN2C(=O)Nc1ccc2c(c1)OCO2	0	0.2	-1	-2	41	36	-2.6	0.0	-1
40	CCOc1ccc(NC(=O)CN2CCN(CC(=O)c3ccc(OC)c(OC)c3)CC2)cc1	7	1.1	-2	-4	18	19	1.9	1.9	-1
41	O=C(NNC(=O)C1CCN(S(=O)(=O)c2cccc(C(F)(F)F)c2)CC1)C1CC1	0	0.4	-5	-3	-2	43	0.9	-1.1	0
42	CCOC(=O)CSc1nnc(CNC(=O)c2cccs2)n1Cc1ccccc1	2	0.5	-2	-5	2	5	-1.1	-0.3	-2
43	CC(C)(C)n1nnnc1C(c1cccs1)N1CCN(Cc2ccc3c(c2)OCO3)CC1 (stereo not given)	-1	0.5	1	1	14	7	0.3	-1.9	-1
44	CCOC(=O)/C(=C\C=C\N1CCOCC1)C(C)=O	5	0.4	2	-4	18	14	0.0	1.6	6
45	Cc1sc2ncn(CCn3cnc4sc(C)c(C)c4c3=O)c(=O)c2c1C	-2	0.8	-5	-1	1	90*	-1.5	0.8	0
46	Cc1nc(-c2ccc(S(=O)(=O)N3CCCCCC3)cc2)cs1	7	3.5	-3	-3	30	52	-2.7	3.0	9
47	COc1ccccc1OCC(=O)Nc1ccc2c(c1)C(=O)N(CC1CCCO1)C2=O (stereo not given)	4	1.9	1	-3	14	14	0.6	2.7	3
48	CCn1c(CSc2nc3ccccc3s2)nnc1SCC(=O)c1ccc(O)c(O)c1	2	-0.5	16	-2	16	32	-9.9	-0.8	1
49	CS(=O)(=O)N1CC(C(=O)NC2CCCC2)Oc2ccc(Cl)cc21 (stereo not given)	10	0.4	-1	6	6	13	5.8	1.0	-1
50	O=C(Cn1ncc2c(=O)oc3ccccc3c21)NCc1cccnc1	11	0.0	5	4	7	-19	0.6	0.5	0
51	Cc1ccc(CSCc2nc3ccccc3[nH]2)cc1	-1	-0.4	-5	3	x	-23	2.4	0.4	2
52	CCOC(=O)c1sc(=S)n(-c2ccc(OC)cc2)c1C	2	-0.9	4	-3	12	8	-0.4	-0.9	-4
53	C/C(CC(=O)NCc1ccccc1)=N\NC(=O)c1cnccn1	-2	0.6	-4	-6	6	-8	2.1	1.2	0
54	Cc1ccc(NC(=O)CSc2nc3nc(C)cc(C)c3c(=O)[nH]2)cc1	6	0.7	-2	5	48	-6	-1.4	1.0	-3
55	Cn1c2ccccc2c(=O)c2c(=O)n(Cc3ccco3)c(-c3ccc(F)cc3)nc21	-1	-0.6	0	-26	-3	14	-4.5	-2.6	1
